# Menin MLL FP TR = qHTS Assay for Inhibitors Targeting the Menin-MLL Interaction in MLL Related Leukemias: Competition With Texas Red Labeled MLL-derived Mutant Peptide; AID 1768, 2009; Potency, µM (top dose mostly 61.6 µM), inactives show top-dose FP activity change, negative = inhibition, hits mostly inhibitors; 270,000 compounds, 0.23% hits; Menin + Texas Red MLL mutant peptide, fluorescence polarization; O00255; active means well fitted inhibition curve with a large enough effect in the polarisation, with a control signal flat, not every such curve was filed as active; inconclusive means small, poorly fitted or top-dose-only effect, or effect the other way, or a change in a side signal; inactive means no such curve, though single readings can be large or run the other way; the % refers to the polarisation; further: potency means the concentration at half of the fitted maximal effect; % of control where 0% means no effect; many of its hits are not listed in these tables
# FBPA coupling cs = qHTS Assay for Inhibitors of Fructose-1,6-bisphosphate Aldolase from Giardia Lamblia: Coupling assay counterscreen; coupling enzyme system counterscreen, AmpLite Red fluorescence; 290,000 compounds, 0.67% hits; activity change, negative = inhibition, % at 58.2 µM, hits read low; in the data active means activity change below about -30%; further: on the % scale 0 is the no-effect control and ±100 the full control effect
#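 Counterscreen of the coupled detection system alone, without aldolase: glyceraldehyde-3-phosphate coupling enzymes plus AmpLite Red readout. Compounds at 57.5 uM final, 10 min RT preincubation, 20 min RT reaction, fluorescence 525/598 nm.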
# PKM2 activator = qHTS Assay for Activators of Human Muscle isoform 2 Pyruvate Kinase | Pyruvate kinase PKM (Homo sapiens), P14618 | purified PKM2, Kinase-Glo ATP luminescence, activation; response scale: 0% is enzyme alone, no compound | Potency, µM (titrated, usually from 57.5 µM), for inactives: at the top dose activation, actives largely listed as activators | 260,000 compounds, 0.34% hits | AID 1631, 2009; further: potency means the concentration at half of the fitted maximal effect; on the % scale 0 is the no-effect control and ±100 the full control effect; nearly all actives have a fitted effect of over 55% in size
#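 ATP formation by purified human PK-M2, quantified via coupled luciferase luminescence after 1 h at room temperature with 0.1 mM ADP and 0.5 mM PEP final.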
# BCR signal inh = qHTS Assay to Find Inhibitors of Chronic Active B-Cell Receptor Signaling; Potency, µM (highest dose often 46.1 µM), for inactives: top-dose ratio change, negative = lower green/red ratio, hits mostly inhibitors; ABC-DLBCL IkBa-CBG/CBR reporter, luminescence ratio, 4 h; AID 493014, 2011; 340,000 compounds, 0.05% hits; active means well fitted inhibition curve with a large enough effect in the signal ratio, with a control signal flat, not every such curve was filed as active; inconclusive means small, poorly fitted or top-dose-only effect, or effect the other way, or a change in a side signal; the % refers to the signal ratio;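 further: potency means the concentration at half of the fitted maximal effect; plate controls were basal doxycycline-induced cells for no effect and cells given 10 µM MG132 for full effect; MG132 reads +100%, hits lower the ratio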
#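 TMD8 human ABC-DLBCL cells with doxycycline-inducible IκBα–green luciferase fusion and unfused red luciferase, in 0.5% FBS medium; compounds up to 46 uM, 4 h at 37C. Green/red luminescence ratio, filter-overlap corrected, fitted to concentration-response curves.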
# a7 integrin act = qHTS for Activators of Integrin-Mediated Alleviation for Muscular Dystrophy | alpha7betagal myoblasts, beta-gal FDG fluorescence, 48 h | Potency, µM (titrated, usually from 38.3 µM), for the others: at the highest dose activation, most hits filed as activators | AID 624291, 2012 | 350,000 compounds, 0.064% hits;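 further: potency means the concentration at half of the fitted maximal effect; 100% = response of the positive control SU9516; nearly all actives have a fitted effect of over 60% in size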
#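 Alpha7betagal+/- myoblasts (passage 13) were plated 16-24 hr, then exposed to compounds (1:260 dilution of DMSO stock) for 48 hours at 37C. After MPER lysis, β-galactosidase reporter activity was read as FDG fluorescence (ex 480/em 540) after 30 minutes.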
# S-ASM inh = Inhibitors of Secretory Acid Sphingomyelinase (S-ASM): qHTS. AID 504937, 2011. Potency, µM (highest dose often 57.5 µM), for inactives: at the highest dose activity change, negative = inhibition, usual class: inhibitors. placental ASM, HMU-PC fluorogenic substrate, 60 min. 340,000 compounds, 0.006% hits. Sphingomyelin phosphodiesterase (Homo sapiens), P17405; further: potency means the concentration at half of the fitted maximal effect
#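 Steps: dispense placental human ASM, pin compound, wait 10 min at room temperature, add HMU-PC0 substrate at 9 uM final, incubate 60 min at 37 °C, add stop solution raising pH to 10, read fluorescence.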
# Giardia killer = Small Molecules that selectively kill Giardia lamblia: qHTS | Giardia lamblia trophozoite viability | 340,000 compounds, 0.15% hits | AID 540267, 2011 | activity change, % at 7.66 µM, hits read low; in the data active means activity change below about -80%; inconclusive means between about -30% and that limit;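 further: parasites exposed to compound for two days anaerobically before the ATP read; on the % scale 0 is the no-effect control and ±100 the full control effect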
#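 Compounds were tested on trophozoites seeded at 100 cells/well and held 48 hrs at 37 deg C anaerobically. An ATP-based luminescent kit measured the remaining live cells.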
# TSG101-PTAP inh = qHTS Assay for Iinhibitors of HIV-1 Budding by Blocking the Interaction of PTAP/TSG101; Tumor susceptibility gene 101 protein (Homo sapiens), Q99816; Fluorescence polarization, FITC-PTAP peptide / Tsg101 binding; Potency, µM (top dose mostly 115 µM), inactives show at the top dose activity change, negative = inhibition, hits mostly inhibitors; 340,000 tested, under 10 active; AID 493005, 2010; active means well fitted inhibition curve with a large enough effect in the main read-out, with a control signal flat, not every such curve was filed as active; inconclusive means small, poorly fitted or top-dose-only effect, or effect the other way, or a change in a side signal; inactive means no such curve, though single readings can be large or run the other way; further: potency means the concentration at half of the fitted maximal effect; % of control where 0% means no effect
# Target sequence (Q99816 whole entry, looked up): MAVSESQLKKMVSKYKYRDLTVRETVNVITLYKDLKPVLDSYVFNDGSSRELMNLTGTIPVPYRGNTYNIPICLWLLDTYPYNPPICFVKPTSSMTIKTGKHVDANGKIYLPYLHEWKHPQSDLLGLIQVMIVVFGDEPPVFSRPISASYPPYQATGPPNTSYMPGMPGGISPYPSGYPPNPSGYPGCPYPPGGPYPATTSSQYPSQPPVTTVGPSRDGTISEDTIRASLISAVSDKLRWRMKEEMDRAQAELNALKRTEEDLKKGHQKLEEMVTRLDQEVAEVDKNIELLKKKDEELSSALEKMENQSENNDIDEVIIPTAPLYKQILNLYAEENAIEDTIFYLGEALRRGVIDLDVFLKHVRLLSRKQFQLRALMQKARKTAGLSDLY
#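 Fluorescence anisotropy tracks displacement of a FITC-tagged PTAP peptide (50 nM) from the Tsg101 binding domain (10 uM), following a 20 min room-temperature incubation at pH 7.5.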
# GALK inhibitor = qHTS Assay for Inhibitors of Human Galactokinase (GALK); 270,000 compounds, 0.007% hits; Purified GALK, Kinase-Glo residual ATP luminescence; P51570; Potency, µM (series often up to 57.5 µM), for the others: top-dose activity change, negative = inhibition, actives largely listed as inhibitors; further: potency means the concentration at half of the fitted maximal effect; on the % scale 0 is the no-effect control and ±100 the full control effect
#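 GALK at 5 nM final was combined with compound, 35 uM ATP and 100 uM galactose in HEPES pH8.0 with MgCl2 and DTT. The reaction ran one hour at room temperature before luminescent ATP detection.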
# B2AR arrestin = qHTS assay of beta-arrestin-biased ligands of beta2-adrenergic receptor. Potency, µM (top dose mostly 46.1 µM), without a hit: top-dose activation, actives largely listed as activators. AID 492947, 2010. Beta-2 adrenergic receptor (Homo sapiens), P07550. 330,000 compounds, 0.02% hits. beta-arrestin recruitment to beta2AR, cell-based reporter;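 further: potency means the concentration at half of the fitted maximal effect; 0% = DMSO controls and full agonism = EC100 isoproterenol or metaproterenol; nearly all actives have a fitted effect of over 65% in size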
# Target sequence (P07550 whole entry, looked up): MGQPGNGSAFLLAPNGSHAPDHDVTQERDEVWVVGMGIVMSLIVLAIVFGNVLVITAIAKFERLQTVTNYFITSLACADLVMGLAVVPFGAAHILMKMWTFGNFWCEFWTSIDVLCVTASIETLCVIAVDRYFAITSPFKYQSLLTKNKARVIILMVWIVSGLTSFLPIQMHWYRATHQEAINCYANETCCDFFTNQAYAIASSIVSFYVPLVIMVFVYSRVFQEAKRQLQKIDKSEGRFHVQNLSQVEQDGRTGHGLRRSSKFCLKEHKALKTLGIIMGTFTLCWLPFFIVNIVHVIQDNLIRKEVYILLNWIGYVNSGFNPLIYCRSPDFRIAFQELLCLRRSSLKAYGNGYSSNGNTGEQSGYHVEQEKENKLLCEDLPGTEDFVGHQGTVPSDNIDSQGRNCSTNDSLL
# Tb PFK block = qHTS Assay to Find Inhibitors of T. brucei phosphofructokinase. T. brucei PFK, ADP-Glo luminescence. AID 485367, 2010. ATP-dependent 6-phosphofructokinase (Trypanosoma brucei brucei), O15648. 330,000 compounds, 0.17% hits. Potency, µM (titrated, usually from 57.5 µM), without a hit: at the highest dose activity, negative = inhibition, usual class: inhibitors;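 further: potency means the concentration at half of the fitted maximal effect; 0% = uninhibited 1x PFK enzyme wells and -100% = no-enzyme wells; nearly all actives have a fitted effect of over 60% in size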
#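 1.25 nM PFK with 0.5 mM F6P and 0.1 mM ATP in 0.1 M TEA pH 8.0, 5 mM MgCl2, incubated 45 min at room temperature; ADP measured by ADP-Glo luminescence; compounds titrated up to 57 uM.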
# * hit, by the source's call; i = inactive; ? = inconclusive; / = no result given; [ ] = remark or other dose. Unless noted, the call rests on the fitted dose curve; in most records, active means well fitted curve in the direction sought with a large enough effect; inconclusive means small, poorly fitted or top-dose-only effect, or another doubt; inactive means no such curve, though single readings can be large; an effect the other way counts as inactive or inconclusive.
No.	SMILES	Menin MLL FP TR	FBPA coupling cs	PKM2 activator	BCR signal inh	a7 integrin act	S-ASM inh	Giardia killer	TSG101-PTAP inh	GALK inhibitor	B2AR arrestin	Tb PFK block
1	CCOC(=O)c1c(C)n(C)c2cc(Br)c(O)c(O)c12	/	-5	?	?	-2%	0%	-11	-3%	-2%	-0.7%	-16%
2	O=C(CCc1ccc(S(=O)(=O)NC2CCCCC2)cc1)NCc1ccccc1	0%	6	1%	-2%	-2%	0%	8	-1%	1%	0.0%	1%
3	Cc1cc(O)cc(O)c1C=NCc1ccco1	?	4	16%	15%	-10%	-3%	17	-2%	0%	6.5%	0%
4	Cc1cccc(N2CCN(c3cc(C)nc4nnnn34)CC2C)c1 (stereo unspecified)	11%	-13	3%	-3%	22%	-4%	-19	1%	-1%	-0.1%	-12%
5	COc1ccc(OCc2nc3c4cc(OC)c(OC)cc4nc(=S)n3[nH]2)cc1	?	-4	9%	2%	5%	/	28	-2%	-8%	0.0%	0%
6	O=S1(=O)[C@H]2C[C@@H]3C=C[C@@]2(CN1Cc1cccc(F)c1)O3	5%	0	0%	-1%	22%	0%	?	-11%	/	-0.5%	0%
7	CCn1c(C(O)c2cccc(OC)c2OC)nc2ccccc21 (stereo unspecified)	3%	0	0%	8%	-7%	2%	-7	-1%	0%	0.1%	0%
8	Cc1c(NC(=O)CC(=O)Nc2c(C)n(C)n(-c3ccccc3)c2=O)c(=O)n(-c2ccccc2)n1C	-2%	-4	3%	9%	17%	3%	16	-3%	-1%	-0.1%	-3%
9	COC(=O)C/C(O)=C(/N=Nc1cccc(C(F)(F)F)c1)C(=O)OC	8%	-5	3%	1%	6%	0%	6	-4%	3%	-0.4%	-4%
10	Cc1ccc(N=C2SC(C(=O)Nc3ccc(OC(F)(F)F)cc3)C(N)=C2C(=O)Nc2c(C)cc(C)cc2C)cc1 (stereo unspecified)	?	-7	-4%	?	?	?	-4	-4%	0%	2.6%	4%
11	CC(=O)c1cc(-c2ccccc2)n(CC(=O)Nc2cccc(C)c2C)c1C	7%	2	0%	0%	3%	0%	-1	0%	1%	-0.2%	-2%
12	CC(C)(C)c1ccc(C(=O)NCc2ccccc2)cc1	22%	-3	0%	-7%	22%	4%	-27	-2%	-3%	-0.7%	-2%
13	Cc1n[nH]c(C)c1S(=O)(=O)N1CCN(S(=O)(=O)c2ccccc2C#N)CC1	/	/	/	-1%	-7%	3%	7	-2%	/	0.2%	0%
14	COc1cc(OC)c(C(=O)Nc2ccc3ccccc3c2)cc1OC	?	1	1%[11.5 µM]	?	16%	-7%	-29	0%	7%	0.2%	3%
15	O=c1c2ccccc2n2c(-c3ccc(F)cc3)nnc2n1Cc1ccccc1	-11%	1	-7%	2%	-23%	2%	25	-5%	0%	-1.5%	-1%
16	O=C1CN(S(=O)(=O)c2ccccc2)CCN1S(=O)(=O)c1ccccc1	1%	3	4.5µM*	-1%	20%	-4%	17	0%	2%	-1.2%	3%
17	Cc1cccc(C(=O)Nc2ccc(N3CCN(S(C)(=O)=O)CC3)cc2)c1	6%	1	4%	4%	-28%	-2%	-17	-8%	6%	0.0%	-6%
18	CN(C)c1ccc(-n2cccc2/C=C2/SC(=Nc3ccc(F)cc3)NC2=O)cc1	?	4	-2%	?	?	-1%	21	1%	0%	0.5%	0%
19	CC1CCCCN1C(=O)CCNC(=O)Cn1cnc2ccccc2c1=O (stereo unspecified)	-2%	-2	-10%	1%	-11%	3%	-3	-1%	-1%	-0.2%	-1%
20	Cc1cc(N2CCCCC2)nc2c(C)cccc12	13%	4	0%	-2%	-59%[inhibitor]	80%[activator]	-15	-3%	6%	0.0%	1%

# Three compounds from above, sorted by length of the SMILES, low to high.
No.	SMILES	Menin MLL FP TR	FBPA coupling cs	PKM2 activator	BCR signal inh	a7 integrin act	S-ASM inh	Giardia killer	TSG101-PTAP inh	GALK inhibitor	B2AR arrestin	Tb PFK block
1	CCOC(=O)c1c(C)n(C)c2cc(Br)c(O)c(O)c12	/	-5	?	?	-2%	0%	-11	-3%	-2%	-0.7%	-16%
6	O=S1(=O)[C@H]2C[C@@H]3C=C[C@@]2(CN1Cc1cccc(F)c1)O3	5%	0	0%	-1%	22%	0%	?	-11%	/	-0.5%	0%
13	Cc1n[nH]c(C)c1S(=O)(=O)N1CCN(S(=O)(=O)c2ccccc2C#N)CC1	/	/	/	-1%	-7%	3%	7	-2%	/	0.2%	0%

# Remaining list, next part
No.	SMILES	Menin MLL FP TR	FBPA coupling cs	PKM2 activator	BCR signal inh	a7 integrin act	S-ASM inh	Giardia killer	TSG101-PTAP inh	GALK inhibitor	B2AR arrestin	Tb PFK block
21	COc1cccc(/C(C)=N/Nc2ncc(Cl)cc2Cl)c1	-3%	-2	17%	?	6%	-2%	1	0%	-2%	9.2%	1%
22	O=C(N=Nc1c(O)[nH]c2ccccc12)c1ccccc1NS(=O)(=O)c1cccs1	9%	0	-8%	6%	23%	-7%	0	0%	0%	-0.3%	-4%
23	CCOc1ccc(C(C)=O)cc1Cc1c(O)nc(N)[nH]c1=O	-11%	0	1%	4%	/	/	/	/	0%	0.2%	-2%
24	Cc1cc(C)c2nc(SCC(=O)NC(=O)c3cccn3C)cc(C)c2c1	-5%	3	-1%	0%	15%	-2%	-2	0%	0%	-0.2%	7%
25	Cc1ccc(C(=O)CCC(=O)Nc2cccnc2)cc1C	-6%	1	1%	5%	12%	-1%	-4	-7%	0%	0.0%	4%
26	O=c1c2ccccc2oc2cc(NCCCN3CCOCC3)ccc12	-14%	0	-1%	10%	14%	i	1	-3%	/	0.0%	0%
27	CCC/C(O)=C1\C(=O)CC(c2ccccc2)CC1=NCCc1c(C)[nH]c2ccc(C)cc12 (stereo unspecified)	-3%	4	-1%	2%	10%	0%	-27	-3%	/	1.0%	0%
28	CCOc1ccc(C(=O)OCC(=O)N2CCCC2)cc1OCC	-13%	-2	/	-3%	5%	6%	10	-1%	-2%	0.1%	0%
29	O=C(Nc1ccc2c(c1)ncn2C1CCCCC1)c1ccco1	-1%	2	-3%	-3%	0%	-1%	2	-2%	0%	0.1%	-1%
30	Cc1onc(-c2c(Cl)cccc2Cl)c1C(=O)Nc1ccc(N2CCOCC2)cc1	/	0	-7%	-10%	-6%	3%	-22	1%	2%	-0.6%	-9%
31	Cc1ccccc1NS(=O)(=O)c1ccc(C(=O)N2CCCC2)cc1	/	/	/	-12%	0%	5%	-6	-8%	/	0.0%	1%
32	Cc1ccc(S(=O)(=O)N[C@H](C(=O)OCC(=O)NC(=O)C2CCCCC2)C(C)C)cc1	/	/	/	-4%	-8%	-3%	-11	-4%	/	0.2%	12%
33	O=C(N/N=C/c1ccc(OC(=O)c2cccs2)cc1)c1cccc(F)c1	-23%	0	-1%	?	-3%	-2%	1	-5%	1%	0.3%	?
34	CN(C)S(=O)(=O)c1cccc(NC(=O)COC(=O)c2cc(=O)c3ccccc3o2)c1	/	2	-4%	-1%	-34%	-4%	-17	-9%	/	-0.3%	0%
35	CN1CCN(C(=O)c2cc3nc(-c4ccco4)cc(C(F)(F)F)n3n2)CC1	-4%	0	1%	-8%	45%	/	25	-4%	-1%	0.3%	0%
36	Cc1ccc(S(=O)(=O)Oc2cc(N)c3c(n2)CCC3)cc1	1%	4	2%	4%	0%	4%	-4	0%	3%	-0.6%	1%
37	O=C(NC(=S)Nc1ccccc1Br)c1cccnc1	8%	-3	0%	?	-54%[inhibitor]	0%	-26	-2%	-3%	-0.3%	4%

# Assay outcomes from PubChem.

# Not all compounds are listed (hit frequency here may not be typical).
